SRC1 inh: inhibitors of human steroid receptor coactivator 1 (SRC1); AID 588354; 0.12% of 360,000 active; HEK293 GAL4-SRC1 luciferase reporter, luminescence; Q15788; inhibition, % at 3.6 µM;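 active means inhibition above the campaign mean plus 3 SD, with each screening campaign given its own cutoff, cut at about 60% in these data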;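 further: 0% = DMSO treated cells and 100% = gossypol at 36 µM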
NCOA2 inhibitor: human SRC2 (NCOA2) inhibition. 0.17% of 370,000 active. inhibition, % at 9 µM. HEK293 GAL4-SRC2 luciferase reporter, luminescence;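 active means inhibition above the mean inhibition of all tested compounds plus 3 SD, set per campaign, cut at about 52% in these data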;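 further: 0% = DMSO treated cells and 100% = cells given Gossypol at 36 µM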
COUP-TFII inh: inhibitors of human COUP-TFII (NR2F2); P24468; HEK293T NGFI-A luciferase reporter, luminescence; inhibition, % at 8.6 µM; 0.7% of 370,000 active; AID 686940;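 active means inhibition above a per-plate cutoff, mean inhibition of test wells between control levels plus 3 SD, cut at about 38% in these data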;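 further: cells cotransfected with COUP-TFII expression vector driving the NGFI-A reporter; 0% = median of COUP-TF2 test wells and 100% = reporter-only cells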
TROY NFkB inh: TROY signaling inhibition | Q293 LMP1-TROYcd NF-kB luciferase reporter, 4 h | inhibition, % at 10 µM | 0.98% of 360,000 active | AID 1347056;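 active means compounds whose plate-normalised and pattern-corrected inhibition of the luciferase reporter signal at the single screening dose is 50% or more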
LRH-1 inv ag: suppresses constitutive activity of human LRH-1 | O00482 | HEK293T StAR-luciferase reporter, LRH-1 transfected, 24 h | inhibition, % at 3.6 µM | 0.13% of 360,000 active | AID 602396;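 active means inhibition above the mean inhibition of all tested compounds plus 3 SD, cut at about 73% in these data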;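 further: 0% = DMSO wells and 100% = reporter-only cells lacking LRH-1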
TLR9-MyD88 inh: TLR9-MyD88 interaction inhibition. AID 504734. inhibition, % at 4.98 µM. CHO BLA complementation TLR9-MyD88, CCF4 FRET ratio. 0.21% of 340,000 active. Q9NR96+Q99836;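 active means inhibition above the mean over all tested compounds plus 3 SD, cut at about 21% in these data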;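 further: 0% = DMSO only wells and 100% = clavulanate BLA inhibitor control wells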
TWEAK-Fn14 inh: blocks TWEAK-Fn14 interaction in a reporter cell assay; inhibition, % at 10 µM; TWEAK-stimulated Fn14 reporter cells, luciferase luminescence, 8 h; 2% of 360,000 active; in the data active means inhibition above about 50%
C8 TRAIL sens: caspase-8 TRAIL sensitization. AID 624354. NB7+C8 cells + TRAIL, ATPlite viability luminescence. 1% of 360,000 active. inhibition (viability loss, TRAIL sensitization), % at 10 µM;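 active means compounds causing at least 50% loss of cell viability in the single-dose screen, relative to plate controls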
SRC3 inh: human NCOA3 inhibition. AID 588352. inhibition, % at 3.6 µM. HEK293 GAL4-SRC3 luciferase reporter, luminescence. 0.17% of 360,000 active;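 active means inhibition above a per-campaign cutoff, the mean of all compounds plus 3 SD, cut at about 60% in these data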;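 further: 0% = DMSO-treated cells and 100% = gossypol-treated cells at 36 µM; higher means less SRC3-driven luciferase light from the GAL4 reporter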
EBV LMP1 NFkB: inhibitors of Epstein-Barr LMP1-induced NF-kappaB reporter; LMP1-induced NF-kappaB luciferase reporter cells, luminescence; AID 504558; 0.69% of 350,000 active; inhibition, % at 12.5 µM; in the data active means inhibition above about 41%;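 further: 0% = neutral control wells and 100% = reference inhibitor control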
NOD2 RIPK2 PPI: inhibitors of human NOD2-RIPK2 interaction; O43353; CHO BLA complementation NOD2-RIPK2, CCF4 ratio; inhibition, % at 4.98 µM; 0.38% of 360,000 active; AID 624267; in the data active means inhibition above about 21%;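 further: 0% = vehicle only and 100% = reference blocker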
* = called active by the depositor; · = no result given. This is a subset; rates above refer to the full screens.

SMILES	SRC1 inh	NCOA2 inhibitor	COUP-TFII inh	TROY NFkB inh	LRH-1 inv ag	TLR9-MyD88 inh	TWEAK-Fn14 inh	C8 TRAIL sens	SRC3 inh	EBV LMP1 NFkB	NOD2 RIPK2 PPI
CCCCC(=O)NCc1ccc(Cl)cc1	4	1	2	-17	4	9	6	-6	15	-8	-3
CN(CCc1ccccn1)S(=O)(=O)c1ccc2c3c(cccc13)C(=O)N2	4	13	3	0	19	10	-18	14	24	-2	-32
CCOC(=O)C1CCN(S(=O)(=O)c2c(C)noc2C)CC1	-36	0	-10	0	-6	-26	9	-7	7	3	-15
CCN(CC)c1ccc(/C=N/NC(=O)c2ccc([N+](=O)[O-])cc2)cc1	-6	3	14	-17	-1	-10	-22	-4	-19	1	-4
O=C1CN(Cc2cc(=O)oc3cc4c(cc23)CCC4)CCN1	-26	10	5	5	27	-15	-13	-1	-1	-6	-1
COc1cc2c(cc1OC)C(c1ccccc1C)CC(=O)N2 (stereo not drawn)	-12	3	3	9	-7	-4	-1	0	13	-6	1
Cc1ccc(C(=O)N2CCN(C3CCCCC3)CC2)s1	8	-38	-22	6	11	1	7	-1	-24	-6	-2
CN(CCc1ccccn1)C(=O)CC1C(=O)NCCN1Cc1ccc(-c2ccccc2)cc1 (stereo not drawn)	-21	15	-10	2	8	3	12	-8	16	1	0
O=C(N[C@@H](Cc1ccccc1)C(=O)N1CCN(S(=O)(=O)c2cccc(F)c2)CC1)c1ccco1	-13	3	11	-2	3	0	9	-10	9	-3	5
CNc1oc(-c2ccc(F)cc2)nc1S(=O)(=O)c1ccccc1	-6	-18	6	5	-7	1	6	-10	2	-1	1
CCOc1cccc(-c2nnc(SCC(=O)Nc3cc(C)ccc3OC)n2N)c1	-128	-2	0	-8	-9	-11	9	-14	-2	-23	6
O=C(O)c1ccc(S(=O)(=O)Nc2ccc(F)c(Cl)c2)cc1	-10	-19	2	-12	-4	2	-4	-12	21	-7	4
Cc1nc(Cl)sc1C(=O)Nc1cccc(Cl)c1C	7	-28	-17	-4	9	-9	-18	24	17	2	-7
O=CN1CCN(C2CC(=O)N(c3ccc4c(c3)OCO4)C2=O)CC1 (stereo not drawn)	4	-20	18	2	3	0	-1	-4	1	2	-4
CCC(C)c1ccc(N(C(=O)c2ccco2)C(C(=O)NC2CCCC2)c2cccnc2)cc1 (stereo not drawn)	-28	-8	-12	13	-8	-3	15	19	-44	-49	0
CCOC(=O)N/N=C\c1ccccc1OC/C=C/c1ccccc1	-54	-31	-12	-46	-26	4	-31	37	-71	-36	1
CC1=CC(C)(C)n2c(O)c(N=N)c3cc(C)cc1c32	1	20	0	32	5	-8	32	3	17	15	-3
COc1cc(/C=C2/C(=O)N(c3ccc([N+](=O)[O-])cc3)N=C2N2CCOCC2)ccc1O	4	-13	12	-22	5	-9	0	5	11	1	-8
Cc1cc(NC(=O)C2CCN(S(=O)(=O)c3cnc[nH]3)CC2)ccc1Br	4	8	10	16	10	2	3	8	-22	-8	12
CC(O)CSc1nc2c(c(=O)[nH]c(=O)n2C)n1Cc1ccccc1Cl (stereo not drawn)	6	10	13	6	8	4	-9	-11	11	-14	8
CCCC(C)C(=O)Nc1nc(C)c(-c2csc(Nc3cc(OC)ccc3OC)n2)s1 (stereo not drawn)	7	-23	-3	10	8	-11	-7	11	0	11	-3
Cn1c(NCC(O)CO)nc2c1c(=O)n(Cc1ccc(Cl)c(Cl)c1)c(=O)n2C (stereo not drawn)	-5	-15	-9	5	-3	0	10	-8	-1	-3	-11
NC(=O)c1ccccc1NCC(=O)c1ccc(Cl)cc1	-8	-33	-16	-4	-19	0	0	5	-1	0	1
Cc1ccc(NC(=O)C2CCCN(c3nccc(C)n3)C2)c(C)c1 (stereo not drawn)	-19	9	13	-2	2	-10	-16	-22	-4	0	-4
OCCC1CN(C2CCC2)CCN1Cc1ccc(F)c(F)c1 (stereo not drawn)	12	-12	1	-34	0	-5	-3	-2	16	4	-4
COc1ccc(S(=O)(=O)Nc2ccc3c(c2)n(C)c(=O)n3C)cc1C	4	-19	-11	1	0	-8	14	-6	6	-18	2
CCn1c(SCC(=O)N2CCC(C(N)=O)(N3CCCCC3)CC2)nc2ccccc2c1=O	6	7	-7	13	14	-8	14	22	21	1	-2
CC(C)Cn1c(SCC(N)=O)nnc1-c1cccc(S(=O)(=O)N2CCOCC2)c1	9	-10	2	-3	2	0	5	-9	0	-4	-5
CC1(C(=O)Nc2ccc3ccccc3c2)CCC(=O)N1CCOc1ccccc1 (stereo not drawn)	10	14	16	-6	3	·	4	-14	6	·	3
Cc1cc(C)cc(-n2ccnc2SCC(=O)Nc2nccs2)c1	15	-14	9	-11	10	-10	-19	4	11	-3	-3
COc1c(C)cc(C(=O)C2CCCN(Cc3cnc(N4CCOCC4)s3)C2)cc1C (stereo not drawn)	-27	18	-1	8	9	-2	-7	9	21	10	-4
CCCCc1nc(SCC(=O)Nc2ccc(S(N)(=O)=O)cc2)n[nH]1	-12	-6	6	20	-3	-16	2	-26	-1	-2	2
Fc1cccc(NCc2ccoc2)c1	-14	8	-16	8	-5	-5	-15	12	22	-7	-6
Cc1ccc(-n2c(SCC(=O)NCc3ccco3)nc3nc4c(cc3c2=O)COC(C)(C)C4)cc1	-13	10	9	-11	3	-3	3	-12	-2	0	-11
CC(=O)c1sc(NC(=O)Cc2c(F)cccc2Cl)nc1C	-2	21	-11	-9	-8	7	24	-16	-14	-1	0
COc1ccc(CCNC(=O)COc2ccc(C)nc2[N+](=O)[O-])cc1OC	-14	-23	-4	-24	-45	4	0	-2	-14	0	-1
COc1ccccc1CN1CC(C(=O)NCc2nc3ccccc3n2C)CCC1=O (stereo not drawn)	6	-1	5	-1	18	-2	8	-1	5	-5	-11
O=C(COc1ccc2ccccc2c1)NNC(=O)c1ccc([N+](=O)[O-])cc1	5	-4	-2	3	-1	-3	-5	1	1	-3	-3
CC(C)NC(=O)c1ccc2nc([C@@H]3O[C@H](CO)[C@H](O)[C@H](O)[C@H]3O)[nH]c2c1	-33	-6	1	6	9	·	-10	-4	2	·	12
CC(=O)Nc1ccc(C(=O)N/C(=C\c2ccccc2)C(=O)Nc2cccc(C(=O)O)c2)cc1	7	-4	-22	-6	6	8	-2	7	10	-1	4
Cc1cccc(C)c1NC(=O)CCCSc1nc2ccccc2s1	-5	-8	1	2	-29	1	-25	6	-2	-7	4
COc1cccc(NC(=O)C2(C)CCCN(C(C)C)C2)c1 (stereo not drawn)	7	-42	5	-7	6	·	3	-6	-9	·	4
COc1ccc(CCNCCC(c2ccccc2)c2ccccc2)cc1OC	-3	5	-21	-13	15	-2	3	9	-1	0	-2
CCOC(=O)CCCNC(=O)COC(=O)c1cc(C)cc(C)c1	-6	-1	-2	-2	-5	-7	-3	-4	8	-10	4
Cc1ccc(C(=O)Cn2c(=N)n(CCN3CCOCC3)c3ccccc32)cc1	-17	-10	-10	9	-37	-8	0	-12	-21	-4	-2
CC(=O)Nc1ccc(S(=O)(=O)Nc2ccc(N3CCOCC3)cc2)cc1	-2	-25	-2	3	-21	-5	4	1	12	9	-7
CCCCn1c(-c2nonc2NC(=O)c2ccccc2Cl)nc2ccccc21	3	0	-4	0	8	-3	-20	25	-52	32	3
CCOC(=O)c1cnn(-c2nc(OC)cc(OC)n2)c1C(F)(F)F	-20	3	-13	6	4	-3	6	1	24	2	-2
CCOCCCNC(=O)CN1C(=O)/C(=C/c2ccccc2C)Sc2ccccc21	4	3	4	1	-6	-14	-13	5	-12	4	-7
O=C(COC(=O)c1c[nH]c(=O)[nH]c1=O)NCc1ccccc1	10	-4	-5	1	6	-1	9	5	11	6	-4
Cc1cc(C)n2c(NC3CCCCC3)c(-c3ccc(F)cc3)nc2n1	·	-13	-22	-49	-11	·	-8	-8	·	·	-9
COc1cc2nc(SCC(=O)NCCc3ccccc3)n(Cc3ccco3)c(=O)c2cc1OC	-31	-23	5	-10	24	6	2	-10	11	3	5
CCN(CC)CCNC(=O)c1ccc(NC(=O)c2cn(-c3ccc(F)cc3)nc2-c2cccc(OC)c2)cc1	7	-38	-8	-34	-8	-10	-70	37	0	-10	-2
CC(=O)NCCC(=O)Nc1nc(C)c(Cc2ccc3c(c2)OCO3)s1	-7	-5	-1	-1	-9	8	13	-7	3	-10	-10
CCCn1ncc(CN2CCC(n3nccc3NC(=O)c3ccccc3Cl)CC2)c1C	-6	-13	6	-12	4	-6	12	-5	-5	-5	-8
CCOC(=O)c1cc(-c2ccco2)nc2c1c(C)nn2CCC#N	9	-5	0	-2	6	-1	3	-17	-3	-4	-2
CC(C)(C)c1nnc(NC(=O)COc2ccc3c(c2)OCO3)s1	-77	-67	-30	-50	-72	4	-13	7	-58	-39	0
N#CC1=C(N)Oc2cc(N)ccc2C1c1cc(Br)cs1 (stereo not drawn)	-12	2	-29	-27	4	12	-27	23	5	7	5
Cc1ccc(C(=O)COC(=O)C2C3C=CC(C3)C2C(=O)OCC(=O)c2ccc(C)c(C)c2)cc1C (stereo not drawn)	3	-26	10	-9	2	4	-10	-3	-2	-10	-2
Cc1cnc(NS(=O)(=O)c2ccccc2)c(Br)c1	-1	0	12	-9	-12	0	15	12	10	2	-7

Sorted by the number under COUP-TFII inh (rising): 3 from the list above.
molecule | SRC1 inh | NCOA2 inhibitor | COUP-TFII inh | LRH-1 inv ag | TLR9-MyD88 inh | TWEAK-Fn14 inh | SRC3 inh | EBV LMP1 NFkB | NOD2 RIPK2 PPI
Cc1cc(C)n2c(NC3CCCCC3)c(-c3ccc(F)cc3)nc2n1 | · | -13 | -22 | -11 | · | -8 | · | · | -9
COc1ccc(CCNCCC(c2ccccc2)c2ccccc2)cc1OC | -3 | 5 | -21 | 15 | -2 | 3 | -1 | 0 | -2
COc1cc2nc(SCC(=O)NCCc3ccccc3)n(Cc3ccco3)c(=O)c2cc1OC | -31 | -23 | 5 | 24 | 6 | 2 | 11 | 3 | 5

The listing continues:
SMILES	SRC1 inh	NCOA2 inhibitor	COUP-TFII inh	TROY NFkB inh	LRH-1 inv ag	TLR9-MyD88 inh	TWEAK-Fn14 inh	C8 TRAIL sens	SRC3 inh	EBV LMP1 NFkB	NOD2 RIPK2 PPI
Cc1ccc(S(=O)(=O)N2CCOCC2)cc1NC(=O)COC(=O)/C=C/c1ccc(F)cc1	3	-27	2	-15	-2	-7	26	-7	-2	-7	-3
O=C(CN1C(=O)C2C3C=CC(C3)C2C1=O)OCC(=O)c1ccc(Cl)cc1 (stereo not drawn)	-4	-4	12	1	9	-5	4	16	2	7	-4
CC(=O)Oc1ccc(Cn2c(C)c(C(=O)NCc3ccc(C#N)cc3)sc2=O)cc1	13	22	13	2	11	·	-3	-16	13	·	10
CC1=C(C(N)=O)C(c2cccs2)n2ncnc2N1 (stereo not drawn)	-2	-9	-38	-8	-3	2	-18	-10	4	-9	-5
Cn1c(CCCNC(=O)c2ccco2)nc2ccccc21	-5	-4	3	2	7	-2	13	19	9	3	-8
COc1cc(/C=N/NC(=O)CCn2nc(C)cc2C)ccc1O	-14	16	-20	12	16	-5	20	-21	11	-8	-3
O=C(c1ccc(COc2ccc(F)cc2)o1)n1cc(Br)cn1	-39	-10	15	-16	4	-8	-8	0	-4	-11	0
O=C(CSc1ccc2nnc(CCNC(=O)c3ccc(F)cc3)n2n1)NCc1ccco1	11	15	-23	2	-16	4	-5	8	6	-6	1
CC(C)Nc1nnc(SCC(=O)c2c[nH]c3ccccc23)s1	-5	1	20	9	13	9	3	-6	8	2	-1

Screening data (PubChem)
